TDP-43 yeast inh = rescues yeast growth from TDP-43 toxicity. TDP-43 expressing yeast growth rescue, BacTiter-Glo, 24 h. Potency, µM (doses to about 46.1 µM), for inactives: at the top dose growth rescue (activation), usual class: activators. 410,000 tested, 1.8% active; also: % of control where 0% means no effect; nearly all actives have a fitted effect of over 50% in size
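Yeast cells expressing TDP-43 under galactose induction are exposed to compounds for 24 hr at 30 deg C. BacTiter-Glo luminescence measures growth, so protective compounds score as activators.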
aSyn yeast inh = rescues yeast growth from alpha-synuclein toxicity; Potency, µM (doses to about 46.1 µM), for the others: top-dose growth rescue (activation), most hits filed as activators; 370,000 tested, 0.14% active; AID 652106; Yeast expressing alpha-synuclein, growth rescue, BacTiter-Glo, 24 h; also: % of control where 0% means no effect; nearly all actives have a fitted effect of over 65% in size
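Rescue of yeast growth: cells expressing toxic alpha-synuclein, induced in galactose at OD600 0.02, incubated with compound 24 h at 30 C. ATP luminescence quantified growth; inhibitors of toxicity appear as activators.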
EPAC2 agonist = activates human EPAC2 exchange factor | EPAC2 activation, biochemical qHTS; response scale: 100% = 6.5 mM cAMP response | AID 720711 | Q8WZA2 | 360,000 tested, 0.079% active | Potency, µM (series often up to 154 µM), inactives show top-dose activation, most hits filed as activators; also: nearly all actives have a fitted effect of over 50% in size
Target sequence (Q8WZA2 whole entry, looked up): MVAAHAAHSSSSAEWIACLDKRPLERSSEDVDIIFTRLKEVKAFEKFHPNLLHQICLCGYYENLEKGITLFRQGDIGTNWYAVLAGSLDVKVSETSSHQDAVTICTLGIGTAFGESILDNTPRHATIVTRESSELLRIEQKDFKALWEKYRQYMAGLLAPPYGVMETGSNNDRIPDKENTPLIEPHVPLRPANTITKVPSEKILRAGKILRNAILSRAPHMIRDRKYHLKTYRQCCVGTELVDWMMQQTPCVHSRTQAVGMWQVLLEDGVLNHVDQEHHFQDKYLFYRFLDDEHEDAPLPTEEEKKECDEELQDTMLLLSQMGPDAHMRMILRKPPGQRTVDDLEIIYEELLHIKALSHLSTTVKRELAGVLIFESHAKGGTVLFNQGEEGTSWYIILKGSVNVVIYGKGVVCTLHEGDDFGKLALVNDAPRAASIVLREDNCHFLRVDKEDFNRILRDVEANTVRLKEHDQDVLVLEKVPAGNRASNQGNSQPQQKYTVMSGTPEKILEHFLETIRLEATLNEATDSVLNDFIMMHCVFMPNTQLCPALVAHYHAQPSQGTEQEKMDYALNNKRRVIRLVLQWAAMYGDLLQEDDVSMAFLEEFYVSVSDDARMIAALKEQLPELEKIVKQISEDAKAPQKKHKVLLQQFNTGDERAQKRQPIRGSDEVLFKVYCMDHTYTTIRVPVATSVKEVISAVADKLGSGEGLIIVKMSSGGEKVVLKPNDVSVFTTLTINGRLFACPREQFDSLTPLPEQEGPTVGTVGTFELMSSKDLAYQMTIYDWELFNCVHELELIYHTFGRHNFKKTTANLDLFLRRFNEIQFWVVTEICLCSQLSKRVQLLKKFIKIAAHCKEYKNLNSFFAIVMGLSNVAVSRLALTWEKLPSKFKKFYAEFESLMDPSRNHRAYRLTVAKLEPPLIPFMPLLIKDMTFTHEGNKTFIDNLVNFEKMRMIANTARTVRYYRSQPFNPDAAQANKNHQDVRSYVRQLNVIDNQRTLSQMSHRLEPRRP
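Compounds were added across a concentration range to EPAC2 (100 nM), RAP1B-BODIPY-GDP (250 nM) and GDP (50 uM). After 5 min at room temperature, fluorescence was recorded at 5-min intervals for 30 min.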
PTHR1 ag = PTHR1 (human) receptor agonism | Q03431 | HEK293 GP2 PTHR1 cells, GloSensor cAMP luminescence, 1 h | Potency, µM (series often up to 115 µM), without a hit: at the top dose activation, hits mostly activators | 410,000 tested, 0.075% active | AID 743266; also: nearly all actives have a fitted effect of over 55% in size; some results filed as inactive show a strong effect at the top dose; inactives centre near -15; many of its hits are not listed in these tables
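HEK-293-derived GP2 cells expressing PTHR1 and a GloSensor cAMP reporter, 3,000/well, plated overnight, given luciferin plus IBMX (each 0.5 mM as added) for 1 h at 37 °C, then compound for 1 h at 37 °C. Luminescence was read after 15 min at room temperature.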
EPAC1 antagonist = blocks human EPAC1 exchange factor. AID 720709. EPAC1 GEF assay, Rap1b-BODIPY-GDP exchange fluorescence. Potency, µM (titrated, usually from 115 µM), for the others: at the highest dose activity change, negative = inhibition, usual class: inhibitors. O95398. 360,000 tested, 0.14% active;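 also: plate controls were vehicle for no effect and positive control for full effect; nearly all actives have a fitted effect of over 50% in size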
EPAC2 antagonist = blocks human EPAC2 exchange factor; EPAC2 GEF exchange of Rap1B-BODIPY-GDP, fluorescence; Potency, µM (top dose mostly 114 µM), for the others: at the highest dose activity, negative = inhibition, actives largely listed as inhibitors; 360,000 tested, 0.18% active; also: % is scaled to controls: 0 for no effect and ±100 for the full control effect; nearly all actives have a fitted effect of over 45% in size; many of its hits are not listed in these tables
EPAC1 ag = EPAC1 (human) agonism; O95398; EPAC1 agonist qHTS, biochemical assay; response scale: 100% = response to 6.5 mM cAMP; Potency, µM (highest dose often 154 µM), inactives show at the top dose activation, usual class: activators; 360,000 tested, 0.073% active; AID 720707; also: nearly all actives have a fitted effect of over 60% in size
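Fluorescent GDP-exchange assay: 100 nM EPAC1 with 250 nM Rap1B preloaded with BODIPY-GDP and 50 uM GDP; compounds tested as concentration series, 5 min at room temperature, then read every 5 min for 30 min (ex 480/em 540 nm); normalized to 6.5 mM cAMP.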
FUS suppressor = FUS proteinopathy suppression in yeast | S. cerevisiae FUS-expressing, growth rescue, OD600, 24 h | Potency, µM (series often up to 76.6 µM), inactives show top-dose growth rescue (activation), usual class: activators | 390,000 tested, 0.24% active;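 also: plate controls were DMSO vehicle for no effect and reference control for full effect; nearly all actives have a fitted effect of over 55% in size; some results filed as inactive show a strong effect at the top dose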
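Absorbance at 600 nm, taken 24hr after compound addition, measured rescue of FUS-yeast growth at 30C. Induction used 2% galactose with seeding at OD 0.005. Controls: CP55940 from 92uM final, DMSO only.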
* hit, by the source's call; i = inactive; ? = inconclusive; . = not tested or not shown; [ ] = dose if it differs, or a comment. Calls follow the shape of the dose curve; as a rule, active = well fitted curve in the direction sought with a large enough effect; inconclusive = small, poorly fitted or top-dose-only effect, or another doubt; inactive = no such curve, though single readings can be large; an effect the other way counts as inactive or inconclusive. Potency is read from the fitted curve at half-maximal effect.

SMILES	TDP-43 yeast inh	aSyn yeast inh	EPAC2 agonist	PTHR1 ag	EPAC1 antagonist	EPAC2 antagonist	EPAC1 ag	FUS suppressor
O=C(CSc1nnnn1-c1ccc2c(c1)OCCO2)Nc1nc2c(s1)CCCC2	-6%	2%	14%	-24%[57.5 µM]	-6%	-6%	9%	2%
COc1ccc(-c2noc(C3CCCN(C(=O)c4ccc(C)cc4)C3)n2)cc1 (configuration not stated)	-4%	10%	1%	-40%[inhibitor]	-22%	-10%	-2%	7%
c1cnc2c(c1)ncc1cscc12	10%	8%	4%	i	-6%	0%	10%	-40%
CCOC(=O)c1ccc(NC(=O)NC2CC3CCC(C2)N3C(=S)NC)cc1 (configuration not stated)	-14%	1%	7%	i	11%	25%	-1%	10%
O=C(Nc1cccnc1Cl)c1ccc2c(Cl)c3c(nc2c1)CCC3	19%	1%	2%	-38%[inhibitor]	-2%	3%	-1%	-5%
Cc1cc(NC(=O)c2cc(-c3cccnc3)nc3c(C)c(C)ccc23)no1	10%	-2%	12%	-1%	-20%	-5%	23%	13%
CCOc1ccc2[nH]cc(-c3csc(N)n3)c2c1	23%	3%	2%	i	5%	?	13%	36%
CCOc1ccc(C2C(C#N)=C(N)Oc3cc(C)[nH]c(=O)c32)cc1OC (configuration not stated)	-2%	-1%	12%	-5%	16%	0%	2%	8%
CCOc1ccccc1C(=O)NCC(=O)NCc1ccc(S(=O)(=O)N2CCOCC2)cc1	6%	1%	7%	i	10%	31%[activator]	-5%	3%
O=C(O)c1cccc(-c2ccc3c(c2)OCO3)c1	13µM*	17%	15%	i	7%	4%	10%	8%
CCCCOC(=O)Nc1ccc2c(C)cc(=O)oc2c1	6%	4%	2%	i	7%	10%	1%	21%
O=C(CC(c1ccccc1)c1cc(Br)ccc1O)NCCN1CCOCC1 (configuration not stated)	-11%	-2%	0%	i	-5%	3%	8%	13%
CCc1cc2c(SCC(=O)NC3CCCC3)ncnc2s1	1%	1%	4%	i	1%	19%	-4%	-10%
CC(=O)C[C@@H](O)CC(=O)[C@@H]1OC(=O)[C@H](C)CCCCc2ccccc21	10%	11%	9%	-27%	?	2%	2%	1%
CCN(CC)C(=O)Cn1cc(C(=O)C(=O)NCc2ccccn2)c2ccccc21	-32%[inhibitor]	-2%	-5%	i	13%	-5%	12%	-12%
O=C(NCc1ccc(Cl)cc1)C(=O)NCC1OCCN1S(=O)(=O)c1cc(F)ccc1F (configuration not stated)	?	2%	4%	i	-11%	4%	-6%	.
COc1cc(CN2CCN(Cc3ccc(C(F)(F)F)cc3)CC2)cc(OC)c1OC	-3%	0%	8%	-24%	-26%	0%	-1%	-2%
O=C(Nc1c(F)cc(F)cc1Br)c1cccnc1	-8%	0%	5%	i	19%	6%	-3%	-5%
Nc1nc(N)c2cc(CNc3ccc(Cl)c(Cl)c3)ccc2n1	21%	-3%	-2%	-29%	-5%	1%	-3%	-3%
CS(=O)(=O)NCCOc1ccc(S(=O)(=O)NCCOc2ccccc2)cc1	-9%	-1%	8%	-30%[inhibitor]	-10%	-1%	-1%	-7%

Sorted by the number under PTHR1 ag (falling): 5 of the compounds above
smiles	EPAC2 agonist	PTHR1 ag	EPAC1 antagonist	EPAC2 antagonist
Cc1cc(NC(=O)c2cc(-c3cccnc3)nc3c(C)c(C)ccc23)no1	12%	-1%	-20%	-5%
CCOc1ccc(C2C(C#N)=C(N)Oc3cc(C)[nH]c(=O)c32)cc1OC (configuration not stated)	12%	-5%	16%	0%
COc1cc(CN2CCN(Cc3ccc(C(F)(F)F)cc3)CC2)cc(OC)c1OC	8%	-24%	-26%	0%
CC(=O)C[C@@H](O)CC(=O)[C@@H]1OC(=O)[C@H](C)CCCCc2ccccc21	9%	-27%	?	2%
Nc1nc(N)c2cc(CNc3ccc(Cl)c(Cl)c3)ccc2n1	-2%	-29%	-5%	1%

Returning to the listing with the 3 entries that preceded the break.
SMILES	TDP-43 yeast inh	aSyn yeast inh	EPAC2 agonist	PTHR1 ag	EPAC1 antagonist	EPAC2 antagonist	EPAC1 ag	FUS suppressor
O=C(Nc1c(F)cc(F)cc1Br)c1cccnc1	-8%	0%	5%	i	19%	6%	-3%	-5%
Nc1nc(N)c2cc(CNc3ccc(Cl)c(Cl)c3)ccc2n1	21%	-3%	-2%	-29%	-5%	1%	-3%	-3%
CS(=O)(=O)NCCOc1ccc(S(=O)(=O)NCCOc2ccccc2)cc1	-9%	-1%	8%	-30%[inhibitor]	-10%	-1%	-1%	-7%
CC1N(C)c2cc(NC(=O)c3ccco3)ccc2C1(C)C (configuration not stated)	-7%	-1%	5%	-37%[inhibitor][57.5 µM]	4%	-3%	9%	35%
Cc1ccc(-c2nc(C)c(CCNC(=O)C(=O)Nc3ccc4c(c3)OCO4)s2)cc1	12%	-9%	.	i	.	.	.	-19%
Cc1nc2sc(C(c3ccccc3)N3CCC(O)CC3)c(O)n2n1 (configuration not stated)	-3%	-6%	4%	20%	-19%	-7%	3%	31%
Cc1ccc(C(=O)CSC2=C(C#N)C(c3ccco3)CC(=O)N2)c(C)c1 (configuration not stated)	-20%	-7%	13%	-9%[57.5 µM]	-4%	1%	13%	?
COc1ccc(N2CCN(S(=O)(=O)c3ccc(-c4cc(C)no4)s3)CC2)cc1	-2%	14%	7%	-21%	-4%	8%	6%	-20%
CCN1C(=O)[C@@H]2[C@@H](c3ccc(-c4cccc(Cl)c4)cc3)N3CCC[C@@]3(C(=O)OC)[C@@H]2C1=O	25%	1%	8%	-26%	-1%	13%	-2%	?
COC(=O)c1cc(NC(=O)CC2Oc3ccccc3NC2=O)cc(C(=O)OC)c1 (configuration not stated)	-13%	-4%	-3%	i	-12%	0%	5%	32%
CC1CC(C)CN(C(=O)CCNC(=O)Cn2ccc3ccccc3c2=O)C1 (configuration not stated)	-9%	-5%	11%	-1%	10%	2%	6%	7%
Cc1csc(NC(=O)c2cc3c(s2)CCCC3)n1	28µM*	-37%[inhibitor]	14%	-95%[inhibitor]	-6%	-18%	14%	-3%
O=C(C=C1NCCN1)c1ccccc1	25%	0%	15%	i	10%	5%	19%	-25%
COc1nc(N(CC(N)=O)S(=O)(=O)c2ccccc2)nc(C)c1Cl	1%	-3%	-1%	-12%[57.5 µM]	1%	1%	8%	-21%
COc1ccc(S(=O)(=O)N2CCCC(C(=O)N3CCOCC3)C2)cc1C (configuration not stated)	-18%	-2%	8%	i	-18%	-3%	1%	-7%
COc1ccc(N2C(=O)CC(N3CCN(c4ccccc4OC)CC3)C2=O)cc1 (configuration not stated)	29%	22%	1%	-4%	-8%	0%	-3%	-26%
O=C(CN1CCN(c2ccccn2)CC1)Nc1ccc(OC(F)(F)F)cc1	-16%	2%	-1%	-21%	-1%	-8%	-2%	3%
COc1ccc(C(N)c2csc(Nc3nncc4ccccc34)n2)cc1 (configuration not stated)	0%	-18%	5%	-20%	-10%	9%	9%	16%
CCCCC(=O)NNC(=O)N1c2ccccc2Sc2ccccc21	-9%	2%	5%	i	4%	-1%	8%	0%
CCCc1cc(-n2ccnc2)n2c(nc3ccccc32)c1C#N	0%	-1%	-38%[inhibitor]	i	-15%	0%	-26%	-1%
CCCCn1c(N)c(N(CCOC)C(=O)c2ccc(-c3ccccc3)cc2)c(=O)[nH]c1=O	28%	2%	4%	-31%[inhibitor]	7%	0%	1%	24%
Cc1cc(C(=O)N2CCc3ccccc32)c2ccccc2n1	28%	-3%	-9%	i	4%	-2%	5%	5%
CC(C)CCN1CCN(Cc2ccoc2)CC1CCO (configuration not stated)	4%	-3%	1%	i	5%	-1%	6%	-19%
O=C(NC1CC1)C1=C[C@@H](c2csc3ccccc23)C[C@@H](OCCCCO)O1	14%	4%	1%	-8%	-8%	8%	-13%	8%
CCc1nc(SCC(=O)N2CCCCCC2)c2c(=O)n(C)c(=O)n(C)c2n1	22%	0%	6%	i	18%	6%	-3%	10%
O=c1cccc(-c2ccccc2)[nH]1	0%	1%	3%	?	8%	1%	-5%	28%
O=C(C[N+]12CC[N+](CC(=O)c3ccc(F)cc3)(CC1)CC2)c1ccc(F)cc1	7%	-8%	9%	i	-1%	-1%	4%	-36%
CCC(=O)N(Cc1ccc(S(N)(=O)=O)cc1)C1CC(=O)N(c2ccc(OC)cc2)C1=O (configuration not stated)	14%	1%	11%	-4%[57.5 µM]	7%	6%	0%	-3%
O=[N+]([O-])c1cccc(NC2=NCCC2)c1	-27%	-1%	7%	23%	-28%	2%	17%	5%
COc1ccc(C(=O)COC(=O)c2ccc([N+](=O)[O-])s2)cc1OC	?	0%[1.84 µM]	6%	-23%	8%	-28%	-4%	6%
COCCCn1c(SCC(=O)N2CCCCC2C)nnc1-c1ccco1 (configuration not stated)	-7%	-1%	12%	-18%[57.5 µM]	-10%	-4%	6%	22%
Cn1cccc1C(C#N)c1cccc(F)c1C#N (configuration not stated)	-3%[9.22 µM]	2%	3%	i	8%	1%	-1%	30%
O=C(N/N=C/C=C/c1ccc2c(c1)OCO2)c1ccc([N+](=O)[O-])cc1	-14%	-19%	3%	-27%[57.5 µM]	-8%	-6%	-1%	-8%
Cc1ccc(CNC(=O)CCS(=O)(=O)c2ccc(C)cc2)cc1	6%	4%	4%	i	6%	-1%	6%	-3%
CCCCc1cc(=O)oc2c(CN3CCN(C)CC3)c(O)ccc12	-21%	-5%	5%	?	-6%	2%	-4%	21%
CCN1CCN(c2ccc(N3CCN(S(=O)(=O)c4cc([N+](=O)[O-])ccc4C)CC3)nn2)CC1	?	-1%	3%	-1%	-2%	8%	3%	-4%
CCC(=O)N1c2ccc(S(=O)(=O)NC3CCCCC3)cc2CC1C (configuration not stated)	12%	1%	-2%	-11%	-8%	-4%	1%	11%
Cc1cc2cc(CCNC(=O)CCCc3ccccc3)c(=O)[nH]c2cc1C	17%	-5%	2%	i	-8%	2%	0%	-12%
CC(C)/C=N/Nc1nc2c(c(=O)n(C)c(=O)n2C)n1C	-1%	-6%	8%	i	-5%	-3%	3%	4%
O=C(Nc1ccc2c(c1)OCCO2)c1cc2sccc2n1Cc1ccc(F)cc1	?	0%	-7%	-22%[57.5 µM]	-1%	-1%	2%	22%
CCCCCN(C(=O)CCC(=O)OCc1cccc(Br)c1)c1c(N)n(CCCC)c(=O)[nH]c1=O	16%	7%	-4%	i	16%	26%	-19%	13%
CC(c1ccco1)N(C(=O)COc1ccc(Cl)cc1Cl)c1ccccn1 (configuration not stated)	-6%	7%	17%	-19%[57.5 µM]	4%	8%	4%	13%
N=C1SCC(=O)N1c1ccc(Cl)cc1	19%	3%	15%	-52%[inhibitor]	8%	-10%	17%	9%
CC(C)(C)c1nc(N)nc(=O)[nH]1	7%	8%	2%	i	2%	1%	-5%	18%

The list is partial; rates above refer to the full screens.
